Bioassay records from PubChem BioAssay.
Chronic BCR inh: qHTS Assay to Find Inhibitors of Chronic Active B-Cell Receptor Signaling. ABC-DLBCL IkBa-CBG/CBR reporter, luminescence ratio, 4 h. Potency, µM (top dose mostly 46.1 µM), inactives show at the highest dose ratio change, negative = lower green/red ratio, most hits filed as inhibitors. 340,000 tested, 0.05% active; active = well fitted inhibition curve with a large enough effect in the signal ratio, with a control signal flat, not every such curve was filed as active; inconclusive = small, poorly fitted or top-dose-only effect, or effect the other way, or a change in a side signal; the % refers to the signal ratio;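 note: potency is the fitted concentration of half-maximal effect; plate controls were basal doxycycline-induced cells for no effect and cells given 10 µM MG132 for full effect; MG132 reads +100%, hits lower the ratio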
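Doxycycline induced both beetle luciferases in TMD8 lymphoma cells; IKK-driven degradation limits the IkappaBalpha-fused green signal, while red luminescence normalises for cell number and nonspecific effects. Compounds tested up to 46 uM, 4 hrs.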
TCR act: Activators of T cell receptors: qHTS campaign; 330,000 tested, under 10 active; primary human leukocytes, anti-CD3, IL-2 HTRF, 48 h; AID 504894, 2011; Potency, µM (series often up to 9.22 µM), inactives show at the top dose activation of IL-2 secretion, hits mostly activators; note: % of control where 0% means no effect
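Compounds are tested in HTS on primary human leukocytes co-incubated with a-CD3 beads for 48 hr. IL-2 output is measured by time-resolved FRET.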
TSHR antag: Antagonists of the Thyroid Stimulating Hormone Receptor: HTS campaign; TSHR-expressing cells, TSH-stimulated cAMP HTRF, 2 h; active compounds read low; activity change, negative = inhibition, % at 11.5 µM; 330,000 tested, 0.2% active;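 active = activity change below a set negative limit, meaning inhibition stronger than a set level, cut at about -70% in these data; inconclusive = activity change between two set negative limits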; note: % is set by controls: 0 for no effect and ±100 for the full control effect
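Read-out is FRET at 665 nm (cryptate excitation 337 nm) from a cryptate-tagged anti-cAMP antibody, competed by cell cAMP against cAMP-d2. Compounds are tested on freshly harvested TSHR cells challenged with 4nM TSH (EC80) for 2 hours at 37 deg C.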
Tb PFK block: qHTS Assay to Find Inhibitors of T. brucei phosphofructokinase. ATP-dependent 6-phosphofructokinase (Trypanosoma brucei brucei), O15648. T. brucei PFK, ADP-Glo luminescence. Potency, µM (doses to about 57.5 µM), for the others: at the top dose activity, negative = inhibition, usual class: inhibitors. 330,000 tested, 0.17% active;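 note: potency is the fitted concentration of half-maximal effect; 0% = uninhibited 1x PFK enzyme wells and -100% = no-enzyme wells; nearly all actives have a fitted effect of over 60% in size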
Target sequence (O15648 whole entry, looked up): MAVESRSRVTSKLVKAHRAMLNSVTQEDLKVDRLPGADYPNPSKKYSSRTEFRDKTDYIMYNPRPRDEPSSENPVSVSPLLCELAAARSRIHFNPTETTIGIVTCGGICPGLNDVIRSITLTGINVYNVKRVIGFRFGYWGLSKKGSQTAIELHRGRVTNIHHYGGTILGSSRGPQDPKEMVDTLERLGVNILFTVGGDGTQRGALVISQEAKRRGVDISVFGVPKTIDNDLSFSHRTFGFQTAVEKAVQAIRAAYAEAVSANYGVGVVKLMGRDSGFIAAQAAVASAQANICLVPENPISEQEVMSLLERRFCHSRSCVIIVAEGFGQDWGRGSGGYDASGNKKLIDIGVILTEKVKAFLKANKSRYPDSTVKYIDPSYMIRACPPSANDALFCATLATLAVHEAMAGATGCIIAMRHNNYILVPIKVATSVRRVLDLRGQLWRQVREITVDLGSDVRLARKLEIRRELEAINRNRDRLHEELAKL
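Activity is normalized to no-enzyme wells (full inhibition) and 1.25 nM enzyme wells (no inhibition). Reaction: 0.5 mM F6P, 0.1 mM ATP, 45 min RT, ADP-Glo luminescence; concentration-response curves fitted and classed by quality.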
uPA generation: qHTS for Inhibitors of Cell Surface uPA Generation; Potency, µM (doses to about 38.3 µM), for inactives: at the highest dose activity change, negative = inhibition, hits mostly inhibitors; 330,000 tested, 0.31% active; AID 540303, 2011; cell surface uPA generation assay, qHTS; active = well fitted inhibition curve with a large enough effect; inconclusive = small, poorly fitted or top-dose-only effect; inactive = no such curve, though single readings can be large or run the other way; tested in mouse RAW 264.7 cells; note: potency is the fitted concentration of half-maximal effect; % is set by controls: 0 for no effect and ±100 for the full control effect; nearly all actives have a fitted effect of over 55% in size
Eya2 inh: qHTS Assay for Inhibitors of the Phosphatase Activity of Eya2; Potency, µM (doses to about 76.9 µM), without a hit: at the top dose activity, negative = inhibition, most hits filed as inhibitors; 330,000 tested, 0.006% active; recombinant Eya2, OMFP fluorescence dephosphorylation (OMFP is methylfluorescein phosphate); AID 488837, 2010; note: potency is the fitted concentration of half-maximal effect; % is set by controls: 0 for no effect and ±100 for the full control effect
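Eya2 (0.2 uM) preincubated 10 min at ambient with compound, then OMFP substrate added at 50 uM; 10 min reaction in 50 mM HEPES pH 7.5, 50 mM NaCl, 5 uM MgCl2, 0.05% BSA, 1 mM DTT. Fluorescence read at Ex 485/Em 525 nm.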
ELG1 repair inh: qHTS screen for small molecules that inhibit ELG1-dependent DNA repair in human embryonic kidney (HEK293T) cells expressing luciferase-tagged ELG1; HEK293T ELG1-luciferase reporter, luminescence, 16 h; DNA damage induced by 5-fluorouridine; Potency, µM (doses to about 46.1 µM), for the others: at the highest dose activity change, negative = inhibition, hits mostly inhibitors; 330,000 tested, 2.3% active; note: potency is the fitted concentration of half-maximal effect; % is set by controls: 0 for no effect and ±100 for the full control effect; nearly all actives have a fitted effect of over 55% in size
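Step one: seed 2,000 cells per well. Step two: pin-transfer compound or DMSO alongside 5-fluorouridine. Step three: incubate 16 hr, 37 °C, 5% CO2. Step four: add ONE-Glo, wait 30 min, read luminescence.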
PTAP TSG101 blk: qHTS Assay for Iinhibitors of HIV-1 Budding by Blocking the Interaction of PTAP/TSG101; Tumor susceptibility gene 101 protein (Homo sapiens), Q99816; Fluorescence polarization, FITC-PTAP peptide / Tsg101 binding; Potency, µM (series often up to 115 µM), without a hit: at the top dose activity change, negative = inhibition, most hits filed as inhibitors; 340,000 tested, under 10 active; active = well fitted inhibition curve with a large enough effect in the main read-out, with a control signal flat, not every such curve was filed as active; inconclusive = small, poorly fitted or top-dose-only effect, or effect the other way, or a change in a side signal; inactive = no such curve, though single readings can be large or run the other way; note: potency is the fitted concentration of half-maximal effect; % of control where 0% means no effect
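Steps: Tsg101 binding domain dispensed (10 uM final), compounds pinned in DMSO, FITC-labeled PTAP-motif peptide added (50 nM final); after 20 min binding at room temperature, polarization measured.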
Mito fusion yeast: qHTS Assay for Small Molecule Inhibitors of Mitochondrial Division or Activators of Mitochondrial Fusion | AID 485298, 2010 | S. cerevisiae fusion-defective mutant growth rescue, CellTiterGlo 48 h | 320,000 tested, 0.23% active | Potency, µM (highest dose often 46.1 µM), without a hit: at the highest dose growth rescue (activation), most hits filed as activators;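 note: potency is the fitted concentration of half-maximal effect; % of control where 0% means no effect; nearly all actives have a fitted effect of over 45% in size; temperature-sensitive fusion mutants such as fzo1-1 at 37 °C on non-fermentable ethanol glycerol medium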
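Temperature-sensitive fusion-defective S. cerevisiae (e.g. fzo1-1, mgm1-5) were grown with compound in YPEG medium (3% ethanol, 3% glycerol) for 48 hours at 37C. Growth rescue was measured as viability by CellTiterGlo luminescence after 10 minutes at ambient.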
B2AR arrestin: qHTS assay of beta-arrestin-biased ligands of beta2-adrenergic receptor; AID 492947, 2010; Potency, µM (highest dose often 46.1 µM), inactives show at the highest dose activation, most hits filed as activators; 330,000 tested, 0.02% active; beta-arrestin recruitment to beta2AR, cell-based reporter;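 note: potency is the fitted concentration of half-maximal effect; 0% = DMSO controls and full agonism = EC100 isoproterenol or metaproterenol; nearly all actives have a fitted effect of over 65% in size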
Target sequence (P07550 whole entry, looked up): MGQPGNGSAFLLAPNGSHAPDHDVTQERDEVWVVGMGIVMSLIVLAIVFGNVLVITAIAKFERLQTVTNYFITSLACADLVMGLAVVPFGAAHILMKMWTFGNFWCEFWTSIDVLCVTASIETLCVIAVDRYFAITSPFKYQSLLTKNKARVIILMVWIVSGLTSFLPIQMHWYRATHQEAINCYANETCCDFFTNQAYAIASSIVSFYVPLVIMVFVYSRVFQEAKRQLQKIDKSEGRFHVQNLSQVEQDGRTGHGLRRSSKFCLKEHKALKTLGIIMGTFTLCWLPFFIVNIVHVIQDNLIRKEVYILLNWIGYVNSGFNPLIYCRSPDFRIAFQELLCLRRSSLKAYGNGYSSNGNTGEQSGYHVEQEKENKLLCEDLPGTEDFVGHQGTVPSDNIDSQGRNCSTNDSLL
USP2a inh: qHTS Assay for Inhibitors of Ubiquitin-specific Protease USP2a Using CHOP2 as the Reporter; USP2 core, Ub-CHOP2 coupled fluorogenic reporter, 485/531; Potency, µM (doses to about 38.3 µM), for the others: top-dose activity change, negative = inhibition, usual class: inhibitors; 330,000 tested, 0.01% active; AID 463254, 2010;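 note: potency is the fitted concentration of half-maximal effect; plate controls were DMSO wells for no effect and full inhibition by NEM control for full effect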
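Cell-free coupled assay: 10nM USP2 core preincubated 30min RT with compound in Tris-HCl pH 8.0/CaCl2/CHAPS buffer, then 25nM Ub-CHOP2 and 25nM reporter substrate; fluorescence (Ex 485/Em 531) read after 60min RT, normalized to NEM inhibition, concentration-response curves fitted.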
An asterisk follows results filed as active; ? = inconclusive; . = not tested or not shown; [ ] = dose if it differs, or a comment. Unless noted, calls come from the whole dose curve; as a rule, active = well fitted curve in the direction sought with a large enough effect; inconclusive = small, poorly fitted or top-dose-only effect, or another doubt; inactive = no such curve, though single readings can be large; an effect the other way counts as inactive or inconclusive. Rows are unselected; 3% or so of the library scored in one or more.

SMILES	Chronic BCR inh	TCR act	TSHR antag	Tb PFK block	uPA generation	Eya2 inh	ELG1 repair inh	PTAP TSG101 blk	Mito fusion yeast	B2AR arrestin	USP2a inh
CC(=O)N1CCOc2ccc(S(=O)(=O)N3CCC(C(=O)NCc4ccc(F)cc4)CC3)cc21	7%	-8%	-6	0%	-4%	-3%	3%	-3%	21%	0.1%	0%
Cc1ccc(-c2nnc3ccc(SC(C)C(=O)O)nn23)cc1 (configuration not stated)	2%	2%	4	-6%	2%	12%	30%	-1%	5%	0.4%	-1%
O=[N+]([O-])c1cccc(-c2ccc(/C=N/NC(=S)Nc3ccccc3)o2)c1	?	-2%	-17	-1%	-7%	0%	10%	-5%	-10%	-0.4%	0%
CC1CCc2c(sc3nc(CSc4ncn[nH]4)[nH]c(=O)c23)C1 (configuration not stated)	?	5%[46.1 µM]	2	-2%	-4%	0%	?	-2%	0%	-0.4%	0%
CC(C)Nc1nnc(SC(C)C(=O)Nc2ccc(N3CCOCC3)cc2)s1 (configuration not stated)	0%	-15%	-8	-1%	-3%	3%	16%	0%	0%	0.2%	1%
CCOc1ccc2nc(N(CCCN(C)C)C(=O)c3ccc(S(=O)(=O)N4CCCC4)cc3)sc2c1	0%	0%	-1	1%	-21%	-17%	1%	-9%	-8%	-0.1%	-1%
CCCSc1nc(N)cc(=O)[nH]1	4%	3%	0	1%	-3%	-3%	?	-10%	-3%	-0.4%	1%
CCOC(=O)c1c(C)[nH]c(C(=O)COC(=O)CNC(=O)c2ccc(Br)cc2)c1C	-13%	6%[46.1 µM]	-2	0%	3%	6%	?	-4%	-2%	-0.2%	2%
Cc1cc(NC(=O)CSc2nc3c(C)cccc3cc2C#N)no1	?	5%	-10	-3%	-1%	3%	-7%	-1%	2%	0.1%	4%
COc1ccc(-c2noc(CCC(=O)N3CCN(c4ccccc4C(F)(F)F)CC3)n2)cc1	-10%	0%[46.1 µM]	-20	-2%	13%	-10%	?	-12%	.	-0.3%	0%
CCC(C)(C)n1nnnc1C(c1ccc2ncccc2c1)N1CCCCCC1 (configuration not stated)	0%	-10%[46.1 µM]	11	-2%	1%	2%	10%	-8%	-3%	0.1%	2%
CC(NS(=O)(=O)c1ccccc1)C(=O)Nc1ccc2c(c1)OCCO2 (configuration not stated)	0%	3%	-1	8%	10%	-5%	2%	-4%	0%	-0.3%	0%
COc1cccc(NC(=O)c2sc(Cl)nc2C)c1	-2%	0%	-6	-4%	-9%	8%	?	-3%	1%	-0.2%	0%
COc1ccccc1CCC(=O)Nc1ccc2c(c1)CN(CCCn1cccn1)CC2	?	-69%	-6	5%	6%	-7%	4%	-5%	0%	0.5%	2%
Cc1ccc(/C=C/C(=O)Nc2cccc3ncccc23)o1	?	3%	3	-30%	?	-21%	2%	-1%	4%	0.2%	1%
CC(C)(C)c1ccc(C(=O)Nc2ccc(F)cc2)s1	?	3%	-44	3%	-8%	3%	?	-2%	2%	0.7%	3%
CC(OC(=O)C1CCC(=O)N1)C(=O)Nc1cc(Cl)cc(Cl)c1 (configuration not stated)	-2%	2%[46.1 µM]	2	?	-1%	6%	12%	-3%	-2%	-0.6%	5%
CCn1c(=O)c2cc(C(=O)Nc3cccc(C(C)=O)c3)sc2c2ccccc21	-5%	9%	5	-4%	11%	-2%	?	-1%	2%	-0.7%	?
CC1CN(S(=O)(=O)c2ccc(C(=O)Nc3nnc(-c4ccccn4)o3)cc2)CC(C)O1 (configuration not stated)	-3%	-2%	16	1%	2%	-3%	-8%	-4%	-2%	0.0%	-2%
COc1cccc(C(=O)CN2CCC(NC(=O)NC3CCCCC3)CC2)c1	-3%	2%	11	0%	4%	8%	8%	-7%	-1%	-0.2%	2%
O=C(CNC(c1ccccc1)c1ccccc1)NCc1ccccc1Cl	-3%	4%	1	-3%	8%	1%	-2%	-2%	0%	0.3%	2%
CC(C)Nc1nc(NC(C)(C)C)nc(Oc2ccc(=O)n(-c3ccccc3)n2)n1	1%	-1%	1	2%	-1%	3%	20%	-1%	2%	-0.4%	-2%
O=C(Nc1ccc(O)c2c(=O)cc(-c3ccccc3Cl)oc12)c1ccccc1Cl	1%	0%	9	2%	-27%	5%	?	0%	16%	-0.6%	2%
CC(C)(C)c1ccc(C(=O)NC2CCS(=O)(=O)C2)cc1 (configuration not stated)	-11%	4%	-13	-5%	-1%	5%	?	0%	1%	-0.3%	-1%

An excerpt of these results, with values under each structure.
Order of results: Chronic BCR inh	TCR act	TSHR antag	Tb PFK block	uPA generation	Eya2 inh	ELG1 repair inh	PTAP TSG101 blk	Mito fusion yeast	B2AR arrestin	USP2a inh
CC(OC(=O)C1CCC(=O)N1)C(=O)Nc1cc(Cl)cc(Cl)c1 (configuration not stated)
    -2%	2%[46.1 µM]	2	?	-1%	6%	12%	-3%	-2%	-0.6%	5%
CCn1c(=O)c2cc(C(=O)Nc3cccc(C(C)=O)c3)sc2c2ccccc21
    -5%	9%	5	-4%	11%	-2%	?	-1%	2%	-0.7%	?
CC1CN(S(=O)(=O)c2ccc(C(=O)Nc3nnc(-c4ccccn4)o3)cc2)CC(C)O1 (configuration not stated)
    -3%	-2%	16	1%	2%	-3%	-8%	-4%	-2%	0.0%	-2%
COc1cccc(C(=O)CN2CCC(NC(=O)NC3CCCCC3)CC2)c1
    -3%	2%	11	0%	4%	8%	8%	-7%	-1%	-0.2%	2%

As entered above.
COc1cccc(C(=O)CN2CCC(NC(=O)NC3CCCCC3)CC2)c1 – USP2a inh: 2%
COc1ccccc1CCC(=O)Nc1ccc2c(c1)CN(CCCn1cccn1)CC2 – Tb PFK block: 5%

The list goes on.
SMILES	Chronic BCR inh	TCR act	TSHR antag	Tb PFK block	uPA generation	Eya2 inh	ELG1 repair inh	PTAP TSG101 blk	Mito fusion yeast	B2AR arrestin	USP2a inh
O=C(Cn1cnc2c(cnn2-c2ccc(F)cc2)c1=O)NCc1ccco1	-1%	1%	-6	2%	-16%	-9%	-29%	-3%	1%	-1.2%	1%
O=C1C(Cc2ccccc2)Nc2ncnc(N3CCc4ccccc4C3)c2N1Cc1ccc(Br)cc1 (configuration not stated)	?	.	36	-2%	.	15%	-13%	.	?	-1.0%	4%
CCOC(=O)c1nc2ccccc2s1	?	-1%	7	0%	1%	14%	?	-3%	2%	-0.1%	9%
Cc1ccc(Oc2cnn(-c3ccccc3)c(=O)c2Br)cc1	7%	5%	-4	-3%	4%	3%	23%	-4%	1%	-0.5%	3%
CC(NC(=O)C(C)N1C(=O)C2C3CC(C(Br)C3Br)C2C1=O)c1ccccc1 (configuration not stated)	8%	-3%[46.1 µM]	13	-2%	9%	-3%	1%	-12%	0%	0.0%	4%
CNC(=O)CSc1nnc(SCCC(=O)O)s1	-3%	15%[46.1 µM]	5	-3%	-3%	9%	23%	-3%	-2%	-0.6%	-1%
Cc1nn(-c2ccccc2)c2[nH]c(=O)c(CNc3ccc(N4CCOCC4)cc3)cc12	?	-2%	-17	-2%	4%	-14%	?	1%	-11%	0.3%	-12%
CN(C)S(=O)(=O)c1cccc(NC(=O)c2ccc(Sc3nncn3C)c([N+](=O)[O-])c2)c1	?	-2%	-2	1%	4%	7%	-6%	-2%	-4%	0.1%	0%
COc1ccc(CCN(C)C2CC(=O)N(c3ccccc3)C2=O)cc1OC (configuration not stated)	-9%	11%	24	-1%	2%	13%	?	0%	-8%	-0.7%	2%
